Screens deposited in PubChem by several laboratories.
HTRA1 inh: blocks human HTRA1 serine peptidase; Q92743; recombinant HTRA1, FP-rhodamine activity-based probe, fluorescence polarization; inhibition, % at 5.96 µM; 340,000 tested, 0.5% active; in the data active = inhibition above about 36%;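 note: 0% = enzyme with DMSO and 100% = wells lacking enzyme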
PG9 binder: small molecules binding HIV-1 gp120 antibody PG9; 360,000 tested, 0.43% active; TR-FRET gp120-PG9 antibody binding; inhibition, % at 6.7 µM; in the data active = inhibition above about 8.5%
NPR2 activator: GC-B (human) receptor activation; P20594; HEK293-GC-B cells, CNP EC30, cGMP TR-FRET; 0% at EC30 CNP, 100% saturating CNP; 370,000 tested, 0.11% active; activation, % at 10 µM;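 active = activation at 10 µM reaching about 35% in either raw or pattern-adjusted values, limit read from the data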
mABHD4 FP: inhibits mouse alpha/beta hydrolase domain 4. Q8VD66. purified mABHD4, FP-Rh probe fluorescence polarization. inhibition, % at 8.92 µM. 370,000 tested, 0.54% active;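 active = inhibition exceeding the mean over every tested compound plus 3 SD, cut at about 30% in these data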;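 note: 0% = plate median of compound wells and 100% = S159A mutant with DMSO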
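assay system = mABHD4 protein | compound dosing = single nominal dose of 8.92 µM, 0.89% DMSO final | read-out basis = percent inhibition of probe binding, normalized to plate controls | schedule = Enzyme–compound pre-incubation 45 min, then probe 60 min, both 25 °C | detection = fluorescence polarization, excitation 525 nm, emission 598 nm, BODIPY TMR filters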
Rev-erbA mod: Rev-erb alpha (human) modulation; P20393; Rev-erbα–FITC-DNA binding, fluorescence polarization, 90 min; activity, % at 10 µM; 370,000 tested, 0.79% active; AID 1259318;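 active = activity above about 14%, limit read from the data; passing the limit was not always enough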;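 note: 0% = DMSO wells with 35 nM protein and 100% = DMSO wells with 750 nM protein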
Target sequence (P20393 whole entry, looked up): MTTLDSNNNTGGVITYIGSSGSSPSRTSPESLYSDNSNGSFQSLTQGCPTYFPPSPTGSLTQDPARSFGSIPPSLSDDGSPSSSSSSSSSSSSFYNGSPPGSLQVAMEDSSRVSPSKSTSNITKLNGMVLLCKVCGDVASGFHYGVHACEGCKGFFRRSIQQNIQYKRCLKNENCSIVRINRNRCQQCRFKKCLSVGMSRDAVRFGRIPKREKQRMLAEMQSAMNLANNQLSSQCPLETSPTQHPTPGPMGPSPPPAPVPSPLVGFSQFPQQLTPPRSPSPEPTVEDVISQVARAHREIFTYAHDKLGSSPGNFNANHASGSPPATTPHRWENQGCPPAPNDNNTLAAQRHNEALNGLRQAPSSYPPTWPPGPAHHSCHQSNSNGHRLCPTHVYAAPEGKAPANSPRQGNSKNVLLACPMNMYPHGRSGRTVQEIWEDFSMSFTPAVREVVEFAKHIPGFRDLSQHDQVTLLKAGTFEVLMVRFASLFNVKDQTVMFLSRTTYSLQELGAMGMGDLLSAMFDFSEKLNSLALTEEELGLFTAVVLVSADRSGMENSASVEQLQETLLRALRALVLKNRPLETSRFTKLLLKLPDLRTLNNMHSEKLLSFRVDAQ
ARFGAP1 inhibitor: rat ARFGAP1 inhibition. Q62848. Arfgap1-stimulated ARF1 GTP hydrolysis, GDP FP detection. inhibition, % at 16.5 µM. 360,000 tested, 0.26% active;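 active = inhibition above a per-plate limit, mean inhibition of low control wells plus 3 SD, cut at about 25% in these data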;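 note: 0% = DMSO wells with enzyme and 100% = wells lacking Arfgap1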
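Repeats: one replicate per compound; assay system: rat Arfgap1 catalytic domain, aa 1-136; times: enzyme reaction 120 min at 25 °C after 20 min preincubation; detection: FP of antibody-bound GDP Alexa 633 tracer, ex 620/em 688 nm; benchmarks: high control wells lacking Arfgap1, low control full reaction with DMSO; reagent: human ARF1(Δ1-17)-GTP substrate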
GC-A act: GC-A (human) enzyme activation; HEK293 GC-A cells, cGMP TR-FRET, EC30 ANP; 0% at EC30 ANP, 100% saturating ANP; activation, % at 10 µM; 370,000 tested, 0.14% active; P16066; in the data active = activation above about 40%
ASAP1 inh: blocks human ASAP1-stimulated Arf1 GTP hydrolysis. Q9ULH1. GDP FP detection. inhibition, % at 16.5 µM. 360,000 tested, 0.19% active. AID 624377; in the data active = inhibition above about 25%;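 note: 0% = vehicle with enzyme and substrate and 100% = no enzyme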
Target sequence (Q9ULH1 325-724 limits assumed): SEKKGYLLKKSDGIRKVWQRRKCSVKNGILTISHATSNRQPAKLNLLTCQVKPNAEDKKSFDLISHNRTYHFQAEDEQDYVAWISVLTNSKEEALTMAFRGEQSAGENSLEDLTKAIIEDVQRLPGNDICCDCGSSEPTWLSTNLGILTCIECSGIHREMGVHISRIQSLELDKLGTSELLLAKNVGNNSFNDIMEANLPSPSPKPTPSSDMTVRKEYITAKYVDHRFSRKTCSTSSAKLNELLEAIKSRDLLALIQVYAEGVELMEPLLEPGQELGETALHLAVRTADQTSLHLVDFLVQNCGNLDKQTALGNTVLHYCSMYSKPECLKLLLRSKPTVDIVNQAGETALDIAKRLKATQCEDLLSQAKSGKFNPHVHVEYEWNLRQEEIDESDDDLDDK
SMARCA2 activ: SMARCA2 function activation, primary screen | activation, % at 9.1 µM | MG213 cells, MMTV-luciferase reporter, dexamethasone, overnight | 370,000 tested, 1% active | AID 652017; in the data active = activation above about 7.8%;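 note: 0% = vehicle wells and 100% = reference activator wells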
rCAG binder: molecules binding r(CAG) RNA repeats; r(CAG) RNA repeat, TO-PRO-1 dye displacement fluorescence; inhibition, % at 3 µM; 370,000 tested, 1.3% active;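 active = inhibition above the plate cutoff, the mean of all test compounds on that plate plus 3 SD, cut at about 35% in these data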;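 note: 0% = DMSO alone and 100% = 100 µM mitoxantrone as full dye displacement; higher means more dye released from RNA so lower well fluorescence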
The depositor's hits bear a star; · = no result given.

item | molecule | HTRA1 inh | PG9 binder | NPR2 activator | mABHD4 FP | Rev-erbA mod
1 | COc1ccc(CCNC(=O)COC(=O)/C=C/c2cc(OC)c(OC)c(OC)c2)cc1OC | 1 | -2.5 | 1 | 0 | -7
2 | CCCCNC(=O)C[C@@H]1C[C@@]2(C(=O)OC)CCCCC=C2N(Cc2ccc3c(c2)OCO3)C1=O | · | -0.7 | 3 | 4 | -3
3 | O=C(CNC(=O)c1ccncc1)N/N=C/c1ccccc1[N+](=O)[O-] | 6 | 1.1 | -3 | 5 | 2
4 | O=C(Nc1ccc2oc(-c3ccccc3F)nc2c1)c1cncc(Br)c1 | -8 | 1.6 | -2 | 4 | -5
5 | Cn1c(SCc2ccc(Cl)cc2Cl)nc(C(F)(F)F)cc1=O | 6 | 1.2 | 2 | 4 | 2
6 | O=C(COC(=O)c1ccccc1NCCO)Nc1cc(C(F)(F)F)ccc1N1CCOCC1 | -14 | -2.6 | -1 | 0 | 0
7 | O=C1C2CC=CCC2C(=O)N1c1ccc(NCCc2ccc(O)cc2)c([N+](=O)[O-])c1 (configuration not stated) | -11 | -1.3 | 11 | 4 | 11
8 | O=S(=O)(c1ccccc1)[C@@]1(c2ccccc2)C[C@@H]2ON=C(c3cccc(Br)c3)[C@@H]2C1 | 1 | -0.1 | -4 | 2 | 3

item | ARFGAP1 inhibitor | GC-A act | ASAP1 inh | SMARCA2 activ | rCAG binder
1 | 13 | -1 | 10 | -4 | -8
2 | 5 | 1 | 8 | 1 | -2
3 | 3 | 1 | 11 | -1 | -3
4 | 4 | 7 | 4 | 1 | 5
5 | 2 | 0 | -4 | -2 | 1
6 | 2 | 1 | -4 | 0 | -6
7 | 7 | 5 | 5 | -5 | 3
8 | -4 | -5 | 2 | 0 | -3

(listing goes on)
item | molecule | HTRA1 inh | PG9 binder | NPR2 activator | mABHD4 FP | Rev-erbA mod
9 | CC(=O)Nc1ccc2c(CSc3nnc(N)s3)cc(=O)oc2c1 | 1 | 0.0 | -4 | -5 | 5
10 | CSc1ccc(-c2cc3c(c4c2ccn4C)C2CCC3O2)cc1 (configuration not stated) | · | 1.9 | -9 | 3 | -1
11 | CN(Cc1ccccc1)C(=O)c1ccc2sc([C@@H]3O[C@H](CO)[C@H](O)[C@H](O)[C@H]3O)nc2c1 | · | 0.6 | 0 | -2 | -3
12 | Cc1ccc(C2=NNC(c3ccc(Cl)cc3)=Nc3ccccc32)o1 | -7 | -0.7 | -9 | 8 | 0
13 | Cc1ccc2[nH]c(=O)c(CN(Cc3ccco3)S(=O)(=O)c3c(C)ccc4nsnc34)cc2c1 | 8 | -1.4 | 0 | 5 | -4
14 | CC(C)N(Cc1ccccc1)C(=O)COC(=O)c1cnc(Cl)c(Cl)c1 | -8 | 2.8 | -11 | -7 | -2
15 | O=c1[nH][nH]cc1C=Nc1ccc(Oc2ccccc2)cc1 | 6 | -1.6 | -6 | 3 | 1
16 | COc1ccc(NS(=O)(=O)c2ccc3c(c2)oc(=O)n3C)cc1Cl | -6 | -1.8 | 0 | 4 | 2

item | ARFGAP1 inhibitor | GC-A act | ASAP1 inh | SMARCA2 activ | rCAG binder
9 | -1 | 5 | 0 | -3 | 7
10 | -4 | -1 | 1 | 0 | 9
11 | 11 | 1 | -17 | -1 | 0
12 | 6 | -6 | -3 | -3 | 11
13 | 4 | 4 | -2 | -3 | 5
14 | 6 | -16 | -3 | -4 | 0
15 | 4 | 6 | 16 | -1 | -3
16 | 14 | 3 | -2 | -3 | 4

Continuation:
item | molecule | HTRA1 inh | PG9 binder | NPR2 activator | mABHD4 FP | Rev-erbA mod
17 | CCCCCC(=O)N/N=C/c1ccc([N+](=O)[O-])o1 | 8 | -2.3 | 0 | 7 | 3
18 | COc1ccc(OC)c(-c2csc(NC(=O)C3COc4ccccc4O3)n2)c1 (configuration not stated) | -19 | -1.2 | -1 | 24 | -3
19 | CC(/C=C1\SC(=S)N(NS(=O)(=O)c2ccc(C)cc2)C1=O)=C\c1ccccc1 | -18 | -1.5 | -4 | -23 | -7
20 | CC(=O)Nc1ccc(-c2cc(-c3ccc(NC(C)=O)cc3)nc(-c3ccc(NC(C)=O)cc3)n2)cc1 | -36 | 29* | -4 | -11 | 52*
21 | O=S(=O)(Cc1cc(-c2ccccc2Cl)no1)c1ccccc1 | -3 | 1.3 | 8 | -7 | 0
22 | O=C(CSc1nc2ccccc2c(=O)n1Cc1ccco1)N1CCCCCC1 | -10 | -0.4 | 5 | -1 | 5
23 | COc1ccc(N2CCN(C(=O)CCS(=O)(=O)c3ccc(C)cc3)CC2)cc1 | 2 | -1.2 | 2 | 4 | -5
24 | CC(C)Nc1ccc(-n2nc3ccccc3[n+]2[O-])cc1 | 7 | 2.4 | 2 | -1 | 7

item | ARFGAP1 inhibitor | GC-A act | ASAP1 inh | SMARCA2 activ | rCAG binder
17 | 0 | -2 | 7 | -3 | 3
18 | 1 | -4 | -11 | -5 | 4
19 | -26 | -11 | -14 | -6 | 62*
20 | 7 | 7 | 1 | 1 | -9
21 | -7 | 0 | -1 | 3 | -2
22 | 2 | -4 | 7 | -2 | -7
23 | -1 | -1 | -5 | 3 | -6
24 | -13 | 3 | 4 | 3 | -5

New compounds follow:
item | molecule | HTRA1 inh | PG9 binder | NPR2 activator | mABHD4 FP | Rev-erbA mod
25 | CCc1nc2ccc(C(=O)N3CCN(C)CC3)cn2c1N(CCC(C)C)CCN(C)C | · | 0.6 | -3 | 4 | -1
26 | CC(=O)[C@@H]1[C@@H](C)N(Cc2ccccc2)C(=O)N[C@H]1c1ccccc1 | -16 | 0.4 | -1 | 3 | -6
27 | CC(=O)Nc1cccc(Oc2ncnc3scc(-c4ccc(C(C)C)cc4)c23)c1 | -81 | -0.9 | 8 | -62 | -3
28 | CC1(C)CC(=O)C(=Cc2cn(CCC#N)nc2-c2ccc(Cl)cc2)C(=O)C1 | 2 | -0.5 | 3 | -3 | 4
29 | CCc1nnc(NC(=O)CCC(=O)NC2CCCCC2)s1 | -5 | 0.3 | -1 | -7 | -5
30 | CN1CCN(C(c2cccs2)c2nnnn2Cc2ccc(F)cc2)CC1 (configuration not stated) | -1 | -1.5 | -3 | 4 | -8
31 | CN(C)c1ccc(N=Nc2ccccc2C(=O)OCC(=O)NCC2CCCCC2)cc1 | 31 | -2.7 | 1 | 42* | 29*
32 | COC(=O)C1=C[C@@H](C(=O)OC)C2C3=C(C(=O)C24CCCCC4)[C@H](C)n2c(=O)n(C)c(=O)n2[C@@H]3C1 (some centres not stated) | -5 | 0.1 | -1 | -8 | -2

item | ARFGAP1 inhibitor | GC-A act | ASAP1 inh | SMARCA2 activ | rCAG binder
25 | -2 | 1 | 1 | -4 | 0
26 | 2 | 0 | -6 | -1 | -1
27 | 12 | 15 | -5 | -5 | 5
28 | -4 | 21 | 0 | 0 | -4
29 | 9 | -2 | -2 | 1 | -2
30 | -8 | 1 | -1 | -1 | -2
31 | 9 | -4 | -1 | -2 | 10
32 | 8 | -2 | -7 | 1 | 1

Next results
item | molecule | HTRA1 inh | PG9 binder | NPR2 activator | mABHD4 FP | Rev-erbA mod
33 | NC(=O)C1CCN(CCC(=O)Nc2cccc(Cl)c2)CC1 | 7 | 0.1 | 4 | 3 | 1
34 | CCOC(=O)C1CSC2(CCC(c3ccccc3)CC2)N1 (configuration not stated) | -3 | -0.3 | 5 | -3 | 7
35 | CCOC(=O)C1CCN(C(=O)CCc2ccccc2)CC1 | 2 | -0.8 | 2 | 4 | 0
36 | Cc1ccc(NC(=O)CN(C)S(=O)(=O)c2ccc(Br)s2)cc1F | -17 | -0.3 | 0 | -15 | 9
37 | COc1ccc2sc(-c3ccc(S(C)(=O)=O)cc3)c(-c3ccc(SC)cc3)c2c1 | -27 | -0.8 | 13 | -21 | 4
38 | Cc1c(N(C)S(=O)(=O)c2ccc(Cl)c(C(=O)NCC3CCCO3)c2)c(=O)n(-c2ccccc2)n1C (configuration not stated) | 4 | 1.0 | 4 | -5 | 4
39 | O=C(CNC(=O)N1CC(=O)Nc2ccccc21)NCc1ccc(Cl)cc1 | 1 | -0.9 | 2 | 3 | -2
40 | COc1ccc(/C(O)=C2/C(=O)C(=O)N(CCCC(=O)O)C2c2ccc(OC)cc2)cc1 (configuration not stated) | -1 | -3.6 | 0 | 0 | 5

item | ARFGAP1 inhibitor | GC-A act | ASAP1 inh | SMARCA2 activ | rCAG binder
33 | -1 | 6 | -11 | -5 | -5
34 | 6 | -1 | -6 | 0 | 1
35 | 10 | 2 | 4 | -2 | -6
36 | 0 | 2 | 5 | -6 | 1
37 | 11 | 1 | -6 | 0 | 6
38 | 2 | 0 | 10 | -2 | 5
39 | 8 | -2 | 7 | -4 | -2
40 | 3 | 5 | 5 | -2 | 3

Going on with the list.
item | molecule | HTRA1 inh | PG9 binder | NPR2 activator | mABHD4 FP | Rev-erbA mod
41 | CS(=O)(=O)N(CC(=O)N1CCCCC1)C1CCCCC1 | 3 | -0.4 | 3 | 5 | 6
42 | Cc1ccc(OCC(=O)Nc2ccc3c(c2)nc(CCN2CCN(c4ccccn4)CC2)n3C)cc1 | -4 | -1.8 | 8 | 1 | -3
43 | COc1ccc(/C=N/NC(=O)c2sc(C)nc2C)cc1 | 2 | 1.1 | 2 | -4 | 5
44 | O=C(c1ccc(Cn2c(=S)[nH]c3ccc(N4CCOCC4)cc3c2=O)cc1)N1CCC(N2CCCCC2)CC1 | -1 | 0.6 | 2 | -4 | -5
45 | COc1cccc(/C=N/n2c(-c3cc(C)[nH]n3)n[nH]c2=S)c1 | 4 | 1.9 | 4 | -8 | 6
46 | CN1C(=O)Cc2cc(S(=O)(=O)NCCc3ccccc3)ccc21 | -2 | 0.8 | 5 | 0 | 5
47 | Cc1cc(C)nc(NC(=O)c2ccc(C)c([N+](=O)[O-])c2)n1 | 1 | -1.2 | -3 | 6 | 0
48 | O=C(COC(=O)C12CC3CC(CC(C3)C1)C2)Nc1ccc([N+](=O)[O-])cc1Cl | 1 | 0.7 | -1 | 4 | -1

item | ARFGAP1 inhibitor | GC-A act | ASAP1 inh | SMARCA2 activ | rCAG binder
41 | 6 | 3 | -2 | 4 | -4
42 | 5 | -3 | 13 | -8 | 2
43 | -7 | 1 | 12 | 0 | -1
44 | 7 | 1 | 1 | 0 | -2
45 | 9 | 0 | -3 | -6 | -3
46 | 4 | 6 | -6 | -1 | 6
47 | -3 | 1 | 2 | 0 | -2
48 | 0 | -4 | -11 | -3 | -3
